Compound activity: PubChem, National Center for Advancing Translational Sciences (NCATS)
Mito fusion act: qHTS Assay for Small Molecule Inhibitors of Mitochondrial Division or Activators of Mitochondrial Fusion; S. cerevisiae fusion-defective mutant growth rescue, CellTiterGlo 48 h; Potency, µM (doses to about 46.1 µM), without a hit: at the highest dose growth rescue (activation), usual class: activators; hit rate 0.23% among 320,000; AID 485298, 2010;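 further: potency means the concentration at half of the fitted maximal effect; % of control where 0% means no effect; nearly all actives have a fitted effect of over 45% in size; temperature-sensitive fusion mutants such as fzo1-1 at 37 °C on non-fermentable ethanol glycerol medium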
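Read-out: ATP-based luminescence (CellTiterGlo, 10 min ambient) reporting growth of fusion-defective ts yeast after 48 hours at 37C on glycerol/ethanol YPEG medium in the presence of compound.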
PKM2 activator: qHTS Assay for Activators of Human Muscle isoform 2 Pyruvate Kinase; Pyruvate kinase PKM (Homo sapiens), P14618; purified PKM2, Kinase-Glo ATP luminescence, activation; response scale: 0% is enzyme alone, no compound; Potency, µM (titrated, usually from 57.5 µM), for inactives: at the highest dose activation, actives largely listed as activators; hit rate 0.34% among 260,000; AID 1631, 2009; further: potency means the concentration at half of the fitted maximal effect; on the % scale 0 is the no-effect control and ±100 the full control effect; nearly all actives have a fitted effect of over 55% in size
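Purified hPK-M2 (>95% pure) converted ADP (0.1 mM final) to ATP with 0.5 mM PEP in 50 mM imidazole pH7.2, KCl, MgCl2, Tween 20, BSA; 1 h at room temperature. ATP detected by Kinase-Glo luminescence.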
TSHR antagonist: Antagonists of the Thyroid Stimulating Hormone Receptor: HTS campaign; hit rate 0.2% among 330,000; TSHR-expressing cells, TSH-stimulated cAMP HTRF, 2 h; active compounds read low; activity change, negative = inhibition, % at 11.5 µM;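 active means activity change below a set negative limit, meaning inhibition stronger than a set level, cut at about -70% in these data; inconclusive means activity change between two set negative limits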; further: on the % scale 0 is the no-effect control and ±100 the full control effect
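TSHR-expressing cells were treated with compounds, then stimulated with TSH at EC80 (4nM final) for 2 hours at 37 deg C. Cellular cAMP was measured by HTRF competition between lysate cAMP and cAMP-d2 for a cryptate-labelled anti-cAMP antibody.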
GALK inhibitor: qHTS Assay for Inhibitors of Human Galactokinase (GALK) | Purified GALK, Kinase-Glo residual ATP luminescence | AID 1868, 2009 | Potency, µM (series often up to 57.5 µM), inactives show at the highest dose activity change, negative = inhibition, most hits filed as inhibitors | hit rate 0.007% among 270,000; further: potency means the concentration at half of the fitted maximal effect; on the % scale 0 is the no-effect control and ±100 the full control effect
Target sequence (P51570 whole entry, looked up): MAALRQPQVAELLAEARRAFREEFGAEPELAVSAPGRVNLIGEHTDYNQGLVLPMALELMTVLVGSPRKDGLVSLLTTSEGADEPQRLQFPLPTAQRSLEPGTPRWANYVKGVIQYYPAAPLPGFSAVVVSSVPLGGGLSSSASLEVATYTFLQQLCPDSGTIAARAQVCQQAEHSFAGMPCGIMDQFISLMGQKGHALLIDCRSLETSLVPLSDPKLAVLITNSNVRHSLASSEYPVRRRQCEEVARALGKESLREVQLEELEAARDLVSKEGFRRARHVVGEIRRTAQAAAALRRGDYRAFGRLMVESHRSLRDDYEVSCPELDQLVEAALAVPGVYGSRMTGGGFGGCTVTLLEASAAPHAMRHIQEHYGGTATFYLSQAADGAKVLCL
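5 nM enzyme, 35 uM ATP, 100 uM galactose, 20 mM HEPES pH8.0, 5 mM MgCl2; 1 h RT; residual ATP by Kinase-Glo Plus luminescence, qHTS format.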
hERG WT inh: qHTS for Inhibitors of KCHN2 3.1: Wildtype qHTS; U2OS, BacMam KCNH2, thallium flux FluxOr; active compounds read low; activity change, % at 1.84 µM; hit rate 0.37% among 340,000; AID 720551, 2013;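 active means maximum activity change below -70%; inconclusive means maximum activity change between -70% and -50%; inactive means maximum activity change above -50%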; further: on the % scale 0 is the no-effect control and ±100 the full control effect
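U2OS cells transduced with wild-type KCNH2 virus are loaded with FluxOr dye for 45 min, and thallium flux is measured in kinetic reads before and after stimulation buffer. Rate constants are normalized to DMSO controls.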
MBNL1 CUG block: qHTS Assay for Inhibitors of MBNL1-poly(CUG) RNA binding. Muscleblind-like protein 1 (Homo sapiens), Q9NR56. TR-FRET MBNL1-His/biotin-(CUG)12 binding, 665/545 ratio. Potency, µM (doses to about 57.5 µM), for inactives: at the highest dose activity change, negative = inhibition, most hits filed as inhibitors. hit rate 0.036% among 280,000; active means well fitted inhibition curve with a large enough effect in the signal ratio, with a control signal flat, not every such curve was filed as active; inconclusive means small, poorly fitted or top-dose-only effect, or effect the other way, or a change in a side signal; inactive means no such curve, though single readings can be large or run the other way; the % refers to the signal ratio; further: potency means the concentration at half of the fitted maximal effect; on the % scale 0 is the no-effect control and ±100 the full control effect
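TR-FRET readout: Ex 340 nm, 665/545 nm emission ratio, normalized to buffer-only (basal) and MBNL1-(CUG)12 controls. Complex of MBNL1-His with Biotin-(CUG)12, compounds 92 nM–58 uM, incubated 60 min at room temperature.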
BCR signal inh: qHTS Assay to Find Inhibitors of Chronic Active B-Cell Receptor Signaling. ABC-DLBCL IkBa-CBG/CBR reporter, luminescence ratio, 4 h. Potency, µM (doses to about 46.1 µM), for inactives: top-dose ratio change, negative = lower green/red ratio, actives largely listed as inhibitors. hit rate 0.05% among 340,000; active means well fitted inhibition curve with a large enough effect in the signal ratio, with a control signal flat, not every such curve was filed as active; inconclusive means small, poorly fitted or top-dose-only effect, or effect the other way, or a change in a side signal; the % refers to the signal ratio;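 further: potency means the concentration at half of the fitted maximal effect; plate controls were basal doxycycline-induced cells for no effect and cells given 10 µM MG132 for full effect; MG132 reads +100%, hits lower the ratio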
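TMD8 human ABC-DLBCL cells with doxycycline-inducible IκBα–green luciferase fusion and unfused red luciferase, in 0.5% FBS medium; compounds up to 46 uM, 4 h at 37C. Green/red luminescence ratio, filter-overlap corrected, fitted to concentration-response curves.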
USP2a inh: qHTS Assay for Inhibitors of Ubiquitin-specific Protease USP2a Using CHOP2 as the Reporter | Ubiquitin carboxyl-terminal hydrolase 2 (Homo sapiens), O75604 | USP2 core, Ub-CHOP2 coupled fluorogenic reporter, 485/531 | Potency, µM (highest dose often 38.3 µM), for inactives: at the top dose activity change, negative = inhibition, hits mostly inhibitors | hit rate 0.01% among 330,000 | AID 463254, 2010;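 further: potency means the concentration at half of the fitted maximal effect; plate controls were DMSO wells for no effect and full inhibition by NEM control for full effect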
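Deubiquitinase activity read as fluorescence (485/531 nm) after Ub-CHOP2 cleavage activates the enterokinase reporter on its substrate; USP2 core 10nM, Ub-CHOP2 and substrate 25nM each, 30min compound preincubation then 60min RT; data normalized to NEM, curves fitted.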
S-ASM inh: Inhibitors of Secretory Acid Sphingomyelinase (S-ASM): qHTS; Sphingomyelin phosphodiesterase (Homo sapiens), P17405; Potency, µM (doses to about 57.5 µM), for inactives: top-dose activity change, negative = inhibition, most hits filed as inhibitors; placental ASM, HMU-PC fluorogenic substrate, 60 min; hit rate 0.006% among 340,000; AID 504937, 2011; further: potency means the concentration at half of the fitted maximal effect
Target sequence (P17405 47-631 limits assumed): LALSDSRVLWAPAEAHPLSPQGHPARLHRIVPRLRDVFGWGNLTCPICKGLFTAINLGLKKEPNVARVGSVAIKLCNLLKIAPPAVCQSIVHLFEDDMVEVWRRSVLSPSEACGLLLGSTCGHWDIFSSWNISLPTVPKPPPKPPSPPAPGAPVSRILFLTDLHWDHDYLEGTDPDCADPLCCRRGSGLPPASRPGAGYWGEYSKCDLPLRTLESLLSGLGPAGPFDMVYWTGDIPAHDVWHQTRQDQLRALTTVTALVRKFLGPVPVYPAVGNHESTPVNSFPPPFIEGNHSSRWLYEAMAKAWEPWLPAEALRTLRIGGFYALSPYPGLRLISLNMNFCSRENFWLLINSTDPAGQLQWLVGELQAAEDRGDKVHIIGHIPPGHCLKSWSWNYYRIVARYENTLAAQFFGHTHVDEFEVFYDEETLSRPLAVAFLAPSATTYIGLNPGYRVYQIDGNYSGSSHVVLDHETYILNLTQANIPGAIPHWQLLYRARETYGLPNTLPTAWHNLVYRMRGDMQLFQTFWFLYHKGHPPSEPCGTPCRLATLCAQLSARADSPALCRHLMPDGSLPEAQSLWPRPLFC
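HMU-PC0 cleavage (9 uM final) by human placental ASM, 60 min at 37 °C following 10 min compound exposure at RT; stopped at pH 10, fluorescence Ex 386/Em 447 nm.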
Menin MLL FP TR: qHTS Assay for Inhibitors Targeting the Menin-MLL Interaction in MLL Related Leukemias: Competition With Texas Red Labeled MLL-derived Mutant Peptide; O00255; Menin + Texas Red MLL mutant peptide, fluorescence polarization; Potency, µM (highest dose often 61.6 µM), for the others: at the highest dose FP activity change, negative = inhibition, hits mostly inhibitors; hit rate 0.23% among 270,000; AID 1768, 2009; active means well fitted inhibition curve with a large enough effect in the polarisation, with a control signal flat, not every such curve was filed as active; inconclusive means small, poorly fitted or top-dose-only effect, or effect the other way, or a change in a side signal; inactive means no such curve, though single readings can be large or run the other way; the % refers to the polarisation; further: potency means the concentration at half of the fitted maximal effect; % of control where 0% means no effect; many of its hits are not listed in these tables
Eya2 inh: qHTS Assay for Inhibitors of the Phosphatase Activity of Eya2; Potency, µM (top dose mostly 76.9 µM), without a hit: at the highest dose activity, negative = inhibition, actives largely listed as inhibitors; Protein phosphatase EYA2 (Homo sapiens), O00167; AID 488837, 2010; hit rate 0.006% among 330,000; recombinant Eya2, OMFP fluorescence dephosphorylation (OMFP is methylfluorescein phosphate); further: potency means the concentration at half of the fitted maximal effect; on the % scale 0 is the no-effect control and ±100 the full control effect
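Eya2 protein (added as 0.2 uM solution) was preincubated with compound for 10 min at ambient temperature in 50 mM HEPES pH 7.5, 50 mM NaCl, 5 uM MgCl2, 0.05% BSA, 1 mM DTT. OMFP (added at 50 uM) then reacted 10 min; fluorescence read at 485/525 nm.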
Active calls of the source: *; ? = inconclusive; . = not tested or not shown; [ ] = remark or other dose. Unless noted, the call rests on the fitted dose curve; in most records, active means well fitted curve in the direction sought with a large enough effect; inconclusive means small, poorly fitted or top-dose-only effect, or another doubt; inactive means no such curve, though single readings can be large; an effect the other way counts as inactive or inconclusive. Not all compounds are listed; count on the stated rates, not on these rows.

Value order: Mito fusion act, PKM2 activator, TSHR antagonist, GALK inhibitor, hERG WT inh, MBNL1 CUG block, BCR signal inh, USP2a inh, S-ASM inh, Menin MLL FP TR, Eya2 inh
> CCOC(=O)c1ccccc1NC(=O)c1ccc(NS(C)(=O)=O)cc1
  22%, 6%, 5, -1%, 4, 6%, 3%, 3%, -5%, 16%, -3%
> O=C(c1ccccc1F)N1CCN(c2ccccc2F)CC1
  1%, -4%, -1, 2%, 2, 6%, 2%, 0%, 4%, -2%, 1%
> CCN1C(=O)c2cccc3c(S(=O)(=O)NCC4CCCO4)ccc1c23 (stereo not drawn)
  -4%, 20%, 15, -1%, -1, ?, ?, -2%, 382%[activator], ., -3%
> O=C1c2ccccc2NC(c2ccc(Br)o2)N1O (stereo not drawn)
  6%, ., -20, ., ., ., ?, 0%, 8%, ., 0%
> CC1(c2ccc(Cl)cc2)NC(=O)N(CC(=O)NC2CCCCC2)C1=O (stereo not drawn)
  ., ., -1, ., 1, ., 5%, 3%, 0%, ., 6%
> CCn1c(=N)n(CCOc2ccc(OC)cc2)c2ccccc21
  1%, -3%, 0, 2%, 46, -6%, -1%, -1%, -1%, -11%, ?
> Cc1ccc(C)c(Nc2nn3c(=O)c4ccc(C(=O)NCc5cccnc5)cc4nc3s2)c1
  0%, ., -12, -3%, 1, -4%, 0%, 4%, 1%, -23%, 5%
> CCOC(=O)c1c(C)c(C(=O)N(C)C2CCCCC2)c(C)n1C
  -1%, 3%, -16, -2%, 21, -7%, ?, -1%, 2%, -17%, -10%
> Cc1noc(C)c1CSc1ncnc2sc(C)c(C)c12
  -7%, 16%, 5, 6%, 0, -1%, 1%, 1%, ?, -9%, -4%
> COc1ccc(OC)c(S(=O)(=O)NCC(c2ccco2)N2CCc3ccccc32)c1 (stereo not drawn)
  28%, ., -11, ., 6, ., 5%, 1%, -7%, ., -1%
> Cc1ncc(CSc2nccc(=O)[nH]2)c(CO)c1O
  -4%, ., 2, 6%, -13, 9%, -1%, -1%, 1%, 8%, ?
> O=C(Nc1cccnc1)c1ccccc1-c1ccccc1
  6%, 0%, -10, -5%, 4, -8%, ?, 0%, 4%, -18%, 4%
> COc1ccc(-c2cc(-c3cccs3)c(C#N)c(SCC(=O)NCc3ccco3)n2)cc1
  1%, -4%, -3, -3%, -2, 17%, ?, 0%, 54%[activator], -27%, 10%
> CC(C)c1ccc(-c2nnc(SCC(=O)NC3CC3)n2C)cc1
  0%, -2%, 3, -4%, -2, -1%, -2%, 1%, 1%, ., -27%
> Cc1ccc(NC(=O)CCc2ccc(S(=O)(=O)N3CCOCC3)cc2)c(Cl)c1
  ., ., 19, ., -2, ., -1%, -3%, -6%, ., -33%
> O=C(c1ccc(-c2ccccc2)cc1)C1CCCN(C(=O)c2cncs2)C1 (stereo not drawn)
  ?, ?, -11, 0%, 0, 5%, 11%, 1%, 8%, -15%, 4%
> CN(Cc1c(F)cccc1Cl)C(=O)c1cccc(S(=O)(=O)NCc2ccccc2)c1
  13%, ., -15, ., 7, ., -3%, 0%, 0%, ., 9%
> O=C(C1CCN(S(=O)(=O)c2ccc(Cl)c(C(F)(F)F)c2)CC1)N1CCC1
  7%, ., -8, ., 2, ., 1%, 0%, -1%, ., -5%
> N#Cc1c(SCc2ccc(Cl)cc2)sc(C(=O)c2ccccc2)c1N
  3%, -3%, -12, -1%, 5, ?, ?, -2%, -2%, 11%, -4%
> CCOC(=O)c1ccc(S(=O)(=O)N2CCN(Cc3cc4c(cc3O)OCO4)CC2)cc1
  -3%, ., -19, ., 27, ., -3%, 2%, -3%, ., 12%

Grouped by structure: the entries above containing four or more nitrogen atoms
Value order: Mito fusion act, PKM2 activator, TSHR antagonist, GALK inhibitor, hERG WT inh, MBNL1 CUG block, BCR signal inh, USP2a inh, S-ASM inh, Menin MLL FP TR, Eya2 inh
> Cc1ccc(C)c(Nc2nn3c(=O)c4ccc(C(=O)NCc5cccnc5)cc4nc3s2)c1
  0%, ., -12, -3%, 1, -4%, 0%, 4%, 1%, -23%, 5%
> CC(C)c1ccc(-c2nnc(SCC(=O)NC3CC3)n2C)cc1
  0%, -2%, 3, -4%, -2, -1%, -2%, 1%, 1%, ., -27%

(listing goes on)
Value order: Mito fusion act, PKM2 activator, TSHR antagonist, GALK inhibitor, hERG WT inh, MBNL1 CUG block, BCR signal inh, USP2a inh, S-ASM inh, Menin MLL FP TR, Eya2 inh
> O=C(Nc1ccccc1)Nc1nncs1
  -6%, 2%, -4, 1%, -3, -3%, -1%, -7%, 7%, 6%, -10%
> CCC12CN(C(=O)c3ccc([N+](=O)[O-])cc3)CC(CC)(CN(C(=O)c3ccc([N+](=O)[O-])cc3)C1)C2=O
  -4%, -5%, 18, 0%, 0, ?, 3%, -13%, -1%, ., 10%
> O=S(=O)(Nc1ccccc1)c1ccc(-c2csnn2)cc1
  6%, 14µM*, 13, 1%, -5, ., -4%, 1%, 0%, ., -2%
> CCN(C(=O)COC(=O)CCc1c[nH]c2ccccc12)c1c(N)n(Cc2ccccc2)c(=O)[nH]c1=O
  2%, ., 8, ., -21, ., -6%, 1%, ., ., 2%
> C1CN(CC2CCN(c3nc4nonc4nc3N3CCSCC3)CC2)CCO1
  10%, -1%, -2, 5%, -4, 12%, -3%, 1%, -2%, -9%, 1%
> CCN1CCN(C(c2ccc(F)cc2)c2nnnn2Cc2cccs2)CC1 (stereo not drawn)
  1%, -5%, -5, 2%, 47, -1%, -3%, 1%, 0%, -5%, 11%
> O=C(NCc1ccccc1)c1nc[nH]c1C(=O)N1CCc2ccccc2C1
  -3%, ., -1, ., ., ., 0%, 2%, 10%, ., -10%
> Cc1ccc([N+](=O)[O-])cc1NC(=O)c1ccccc1
  2%, ., -1, 17%, -2, ?, 0%, -1%, -1%, 7%, -4%
> CCC1(CC)Cc2ccccc2C(CC(=O)N2CCOCC2)=N1
  1%, 15%, -5, 0%, -16, -10%, -8%, 0%, -1%, -23%, 3%
> Cc1ccc(C)c(OCC(=O)Nn2c(C)nc3ccccc3c2=O)c1
  1%, -5%, 1, 0%, -4, 2%, -4%, 0%, -1%, 9%, 11%
> COCC(=O)NC1CC(C)(C)Cc2c1cnn2-c1ccc(F)cc1 (stereo not drawn)
  2%, -3%, 10, 0%, 2, 2%, 0%, -2%, 6%, 2%, 10%
> O=C(CSc1nc2ccccc2c(=O)n1-c1ccccc1)NCc1ccco1
  22%, 23%, 20, 3%, 3, 4%, ?, 3%, 0%, -1%, 7%
> Cc1ccnc(-n2c(C)cc(/C=N/NC(=O)COc3cccc4cccnc34)c2C)c1
  -3%, 3%, -7, ., -4, 1%, 1%, -2%, 3%, ., 5%
> O=C(C1CCN(S(=O)(=O)c2ccccc2F)CC1)N1CCc2ccccc2C1
  -1%, 2%, 7, -1%, -14, -9%, -12%, 4%, -4%, 4%, -2%
> CCOc1cc(/C=C2\C(=N)N3N=C(C)SC3=NC2=O)ccc1OCCOc1ccccc1
  0%, 0%, -13, -2%, -1, 0%, 11%, -1%, 0%, 1%, 7%
